Screening results: PubChem BioAssay, several laboratories
eLon inh: E. coli protease La inhibition; P0A9M0; purified E. coli Lon protease, fluorescence polarization; inhibition, % at 7.94 µM; 0.42% of 360,000 active; AID 602123; in the data active means inhibition above about 13%, passing the limit was not always enough;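 further: 0% = enzyme with probe and DMSO and 100% = no enzyme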
LMPTP block: blocks human LMPTP phosphatase | P24666 | recombinant LMPTP-A, OMFP fluorogenic substrate, fluorescence intensity | inhibition, % at 20 µM | 0.22% of 360,000 active | AID 651560;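 active means compounds that cut the enzyme signal by at least half of the control window in the single-dose screen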;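 further: plate controls were DMSO wells with enzyme plus substrate for no effect and substrate without enzyme for full effect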
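Test system – LMPTP-A enzyme · Amount – LMPTP-A at 0.625 nM final in the reaction · Buffer or medium – Bis-Tris pH 6.0, DTT, detergent · Reagent – OMFP 400 µM · Doses – single 20 µM dose · Schedule – reaction 50 min, room temperature, dark · Detection – fluorescence intensity of OMFP turnover product · Evaluation – percent inhibition versus substrate-only and uninhibited controls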
CendR NRP1 mod: modulators of CendR peptide binding to human neuropilin-1; O14786; FAM-RPARPAR peptide binding to NRP-1, fluorescence polarization; inhibition, % at 25 µM; 0.85% of 360,000 active; AID 602438;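 active means inhibition or corrected inhibition above about 18%, plus a signal ratio from 0.5 to 1.5, limit read from the data, passing the limit was not always enough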; further: strong numbers were not always called active
Target sequence (O14786 whole entry, looked up): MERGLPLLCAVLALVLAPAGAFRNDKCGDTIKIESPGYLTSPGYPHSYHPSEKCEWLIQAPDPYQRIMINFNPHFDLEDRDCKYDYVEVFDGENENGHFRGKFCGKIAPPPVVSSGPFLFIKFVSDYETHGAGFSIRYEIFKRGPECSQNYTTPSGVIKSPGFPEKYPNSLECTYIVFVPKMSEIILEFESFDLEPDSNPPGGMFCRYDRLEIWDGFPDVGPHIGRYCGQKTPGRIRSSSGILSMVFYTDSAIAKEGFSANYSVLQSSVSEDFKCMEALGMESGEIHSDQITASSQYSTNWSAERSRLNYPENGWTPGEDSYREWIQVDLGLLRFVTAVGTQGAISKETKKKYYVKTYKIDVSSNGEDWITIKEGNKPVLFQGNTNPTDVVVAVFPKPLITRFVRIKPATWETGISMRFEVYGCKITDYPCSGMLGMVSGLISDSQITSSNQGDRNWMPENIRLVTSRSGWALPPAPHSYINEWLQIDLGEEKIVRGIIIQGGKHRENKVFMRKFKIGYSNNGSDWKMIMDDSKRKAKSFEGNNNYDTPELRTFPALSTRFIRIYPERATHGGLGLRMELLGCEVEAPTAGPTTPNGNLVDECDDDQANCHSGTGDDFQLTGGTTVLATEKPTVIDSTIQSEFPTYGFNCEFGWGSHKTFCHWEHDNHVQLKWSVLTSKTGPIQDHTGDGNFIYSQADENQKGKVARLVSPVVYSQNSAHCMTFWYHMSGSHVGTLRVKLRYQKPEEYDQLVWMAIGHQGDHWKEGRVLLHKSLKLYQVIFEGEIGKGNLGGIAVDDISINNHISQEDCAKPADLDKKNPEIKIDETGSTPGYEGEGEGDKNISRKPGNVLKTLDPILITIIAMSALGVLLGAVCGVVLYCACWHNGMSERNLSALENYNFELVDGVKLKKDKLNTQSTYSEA
Scp-1 inhibitor: blocks human Scp-1 phosphatase activity | inhibition, % at 20 µM | Recombinant Scp1, phosphopeptide, malachite green phosphate absorbance | AID 493091 | Q9GZU7 | 0.88% of 340,000 active;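 active means inhibition above about 50% at 20 µM, limit read from the data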;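 further: plate controls were DMSO wells with enzyme for no effect and wells lacking enzyme for full effect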
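Material – SCP-1 phosphatase catalytic domain, residues 76-261 · Buffer or medium – Acidic Tris acetate buffer with magnesium and detergent · Also added – Phospho 17-mer peptide substrate · Compound – single 20 µM dose, 1% DMSO · Times – 45 min room-temperature reaction, 5 min colour, 30 min stabiliser · Technique – Phosphate-binding colour reagent, absorbance read at 630 nm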
bovine MsrA act: bovine methionine sulfoxide reductase A activation; 0.3% of 360,000 active; activation, % at 10.6 µM; purified bovine MsrA, absorbance read-out; in the data active means activation above about 7.5%;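 further: 0% = vehicle and 100% = reference activator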
STEP inh: blocks human striatal-enriched tyrosine phosphatase | P54829 | recombinant STEP, OMFP fluorogenic substrate, fluorescence | inhibition, % at 20 µM | 0.25% of 360,000 active;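 active means inhibition at 20 µM, scaled per plate between control wells, above about 37%, limit read from the data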;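 further: 0% = DMSO with enzyme and substrate and 100% = substrate only without enzyme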
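Assay system: isolated STEP enzyme. Buffer or medium: pH 6.0 Bis-Tris with DTT and Tween 20. Also added: fluorogenic phosphatase substrate OMFP at 25 µM final. Dosing: 20 µM, 1% DMSO. Timing: 20 min reaction, room temperature, in the dark. Measured by: fluorescence intensity, excitation 480 nm, emission 540 nm. Evaluation: normalized % inhibition.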
Tb MetRS inh: Trypanosoma brucei MetRS inhibition; purified T. brucei MetRS, ATP depletion, Kinase-Glo luminescence; inhibition, % at 11.9 µM; 0.4% of 360,000 active;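 active means inhibition above a per-plate cutoff of the control wells' mean inhibition plus 3 SD, cut at about 5.5% in these data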;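 further: 0% = DMSO wells median and 100% = median of wells with control inhibitor compound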
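Test system – parasite MetRS enzyme · Reagent – substrates ATP, L-methionine and bulk Escherichia coli tRNA · Doses – 11.9 µM compound single dose, 0.9% DMSO · Times – 15 min enzyme-compound preincubation, 2 h reaction, 10 min detection, 25 °C · Signal – Kinase-Glo luminescence, ATP depletion format · Controls – DMSO-only wells as low control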
SUMO1 PPI mod: modulators of human SUMO1-mediated protein-protein interactions. P63165. inhibition, % at 20 µM. SUMO1 binding to a labelled peptide, TR-FRET, 1 h. 0.33% of 360,000 active; in the data active means inhibition above about 37%
MsrA inhibitor: inhibits bovine methionine sulfoxide reductase A. 0.75% of 360,000 active. AID 651718. purified bovine MsrA, absorbance read-out. inhibition, % at 15.5 µM; in the data active means inhibition above about 4.5%;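 further: 0% = vehicle wells with enzyme and 100% = reference inhibitor wells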
DNMT1 block: inhibitors of human DNMT1. P26358. DNMT1 molecular beacon, Hinp1I cleavage, fluorescence. inhibition (reported as % activation of signal), % at 10 µM. 0.83% of 360,000 active; in the data active means inhibition above about 50%
Active calls of the source: *; · = no result given.

compound	eLon inh	LMPTP block	CendR NRP1 mod	Scp-1 inhibitor	bovine MsrA act	STEP inh	Tb MetRS inh	SUMO1 PPI mod	MsrA inhibitor	DNMT1 block
N#C/C(=C\c1ccncc1)c1nc2ccccc2o1	-18	0.4	-4	-21	-2	1	0.7	-33	-1.6	-1
CCCCN(C(=O)Cc1ccc(S(=O)(=O)N2CCOCC2)s1)c1ccccc1	-10	-0.4	0	-5	-3	0	-0.1	-5	0.6	-3
CCOC(=O)Cc1csc(SC(C)C(=O)Nc2ccc(NC(C)=O)cc2)n1 (stereo unspecified)	-2	-0.5	-1	-20	-2	5	0.4	1	-0.6	-7
COc1ccccc1NC(=O)c1cc(S(=O)(=O)N2CCCCCC2)ccc1F	6	3.1	2	-14	-3	-1	-0.3	3	0.5	-2
CSC1=C(C#N)C2(CCCCC2)C(C(=O)Nc2ccccc2)=C(C)N1	4	0.7	-4	-1	0	-2	0.6	-1	1.4	-8
Cc1cccn2c(/C=N/OCc3ccc(F)cc3)c(-c3ccc(Cl)cc3)nc12	-5	4.8	1	12	-1	0	-1.2	-5	-0.1	-5
Cc1ccc(S(=O)(=O)Nc2ccc3nc(N)sc3c2)cc1	-11	-0.3	-6	0	-2	-1	-0.4	0	-1.0	-14
NC(=O)NC(=O)C(c1ccccc1)N1CCN(S(=O)(=O)c2ccc(Br)s2)CC1 (stereo unspecified)	12	0.0	-6	-5	-2	-1	-0.3	-2	-0.4	-2
Nc1nonc1-c1noc(N2CCOCC2)n1	-1	-0.6	8	3	-7	-6	0.4	-5	-0.6	6
S=C(NC1CC1)N1CCc2ccccc2C1	-8	-0.2	15	-17	-6	-1	-0.1	-1	1.0	-1
Cc1ccc(/C=N/c2sc3c(c2C#N)CCC3)s1	1	0.4	1	-1	-1	-5	-0.9	4	-1.0	-5
O=C(Nc1ccc(S(=O)(=O)Nc2ccccn2)cc1)c1cccc(Br)c1	-4	0.8	12	-3	-5	-3	0.2	5	-1.6	-3
CN(C)C(=S)NC1(C)CCS(=O)(=O)C1 (stereo unspecified)	-3	-0.5	-1	-9	-1	-1	-0.9	-2	-1.0	8
Cc1ccc2nc(C)cc(N3CCOCC3)c2c1	-1	-0.7	-3	1	-3	13	-0.2	2	1.8	4
Cc1cccc(NC(=O)COc2ccc(/C=C\c3[nH]c(=O)[nH]c(=O)c3[N+](=O)[O-])cc2)c1	-7	55*	-142	79*	-2	21	0.6	20	0.3	13
CC(Cl)C(=O)NNC(=O)CNS(=O)(=O)c1ccccc1 (stereo unspecified)	0	-0.6	3	-21	0	-1	-0.3	2	-0.8	1
Cc1ccc(-c2nc3c(Cl)cc(C(F)(F)F)cn3c2Cc2ccccc2C(F)(F)F)cc1	8	-1.8	-22	·	-2	·	-0.2	-1	-0.8	·
CCCN1CCN(CCCNC(=O)CN2C(=O)C(CC)Oc3ccccc32)CC1 (stereo unspecified)	-5	-4.3	-8	-9	-3	1	-0.3	2	0.0	0
COc1ccc(OC)c(S(=O)(=O)NCCCN2CCCC2=O)c1	-7	-1.7	16	-6	-6	-3	-0.6	24	0.7	-1
Cc1cccc(C)c1NC(=O)C(c1ccncc1)n1c(=O)c(-c2ccco2)nc2ccccc21 (stereo unspecified)	·	0.0	-5	·	·	·	-0.7	-11	3.6	·
CCOC(=O)N1CCC(NS(=O)(=O)c2ccc(NC(C)=O)c(Cl)c2)CC1	2	-0.9	2	-8	-1	3	0.2	2	-0.2	1
COc1ccc(Cl)cc1S(=O)(=O)N1CCCC(C(=O)N2CCCC2)C1 (stereo unspecified)	-4	-0.5	-3	7	-11	-3	-0.2	4	-0.5	4
Cc1ccccc1N1CCN(C(=O)CCN2C(=O)c3ccccc3C2=O)CC1	-3	-0.7	-9	-2	-1	-6	-0.3	-13	-0.6	1
O=C(NCC1CCCO1)/C(=C/c1ccc(Cl)cc1)NC(=O)c1ccccc1 (stereo unspecified)	10	-1.1	-9	-15	-3	-3	-0.2	-8	-0.2	2
COc1ccc(C(=O)Nc2ccc(NC(=O)c3ccco3)cc2)cc1	7	-1.4	2	4	-8	-3	-0.5	-3	0.6	-1
O=C(Nc1cccc(S(=O)(=O)N2CCCCC2)c1)c1ccc2c(=O)n3c(nc2c1)CCCCC3	25*	0.9	-2	1	-4	-1	-0.2	7	0.7	-4
CCOc1ccc(S(=O)(=O)N(CC)CC(=O)NC2CCS(=O)(=O)C2)cc1 (stereo unspecified)	-16	-1.4	-6	-6	-2	-3	-0.3	0	0.5	7
CCn1c(-c2ccc[nH]c2=O)nc2ccccc21	-3	-1.4	-3	-4	-3	-4	1.0	2	1.6	1
CC(C)C[C@H](NC(=O)OC(C)(C)C)C(=O)N1CCC(C(=O)N[C@@H](Cc2ccccc2)C(=O)O)CC1	-1	-1.1	4	0	-8	0	-2.0	-2	-0.5	9
O=C(Nc1ccccc1[N+](=O)[O-])c1nc[nH]c1C(=O)NCCO	-7	-1.4	-13	-8	-1	0	-0.1	-11	-0.3	2

More structures follow.
compound	eLon inh	LMPTP block	CendR NRP1 mod	Scp-1 inhibitor	bovine MsrA act	STEP inh	Tb MetRS inh	SUMO1 PPI mod	MsrA inhibitor	DNMT1 block
O=C(CCN1CCN(c2ccccc2F)CC1)Nc1ccc(F)cc1	-4	-0.7	-8	-12	-1	-1	-0.4	-2	-0.8	0
COc1cccc(-n2c(C)nn(CCOc3ccccc3)c2=O)c1	-10	-1.6	3	-9	-2	-4	0.7	1	0.3	-2
CSCCC(NC(=O)c1ccccc1)C(=O)N1CCCCCCC1 (stereo unspecified)	-7	-1.5	0	-4	-1	0	-0.3	2	0.2	1
O=C(Nc1ccn(CCCNCc2ccc3[nH]ccc3c2)c(=O)n1)OCc1ccccc1	9	1.6	-4	12	-1	-3	-0.3	-2	-0.2	-4
Cc1ccnc(NS(=O)(=O)c2ccc(NC(=O)CN3C(=O)c4ccccc4S3(=O)=O)cc2)n1	3	-0.7	5	-5	-1	3	-0.1	6	0.5	-1
O=[N+]([O-])c1ccc(Cl)c(C[n+]2cccc3ccccc32)c1	-79	24	-7	3	-2	-3	0.4	-26	1.3	2
COc1ccc(CCN2C(=O)c3ccccc3C2c2nnnn2-c2ccc3c(c2)OCCO3)cc1OC (stereo unspecified)	2	0.7	-5	·	-2	·	-1.0	-2	0.5	·
COc1ccc(N/C(N)=N/c2nc(C)cc(C)n2)c(OC)c1	-15	0.6	30*	-3	-3	-2	-1.6	2	-0.4	-4
COc1cc(-c2nnc(SC(C)C(=O)Nc3c(C)n(C)n(-c4ccccc4)c3=O)o2)cc(OC)c1OC (stereo unspecified)	5	-1.0	1	6	-2	-3	-0.6	3	-1.2	1
CN(C)CCN(C)c1cc2c(c3c1ccn3C)C1CCC2O1 (stereo unspecified)	-3	0.5	17	·	-4	3	-0.1	-8	-0.1	3
CC(C)NS(=O)(=O)c1ccc(NC(=O)C(C)OC(=O)CCCOc2ccccc2)cc1 (stereo unspecified)	-2	0.7	-2	1	-5	0	-0.6	-3	-0.4	4
CCN(CC)CCNc1nc(-c2cccs2)c(CC(=O)O)s1	1	-2.2	-1	-5	-4	0	-0.3	-4	1.8	-5
Nn1c(SCC(=O)NC2CCCCCC2)nnc1-c1ccco1	-7	0.6	-5	·	-1	-1	-0.3	-2	0.6	2
O=C(CCCn1c(=O)[nH]c2cc(Cl)ccc2c1=O)NC1CCCCCCC1	-8	-0.2	1	-3	-3	0	0.6	-2	-0.4	1
O=C1NN=C2CCCCCC12 (stereo unspecified)	-2	-1.8	7	·	-8	-1	-0.3	-4	0.8	0
O=C(Cn1nc(-c2ccccc2F)ccc1=O)NCc1ccc2c(c1)OCO2	2	0.1	-9	-1	-5	-2	1.1	-7	0.5	1
CC(C)(C)C1CCSC2=NCCC[C@]2(c2ccccc2)C1 (stereo partly specified)	0	0.1	15	·	0	·	-0.2	12	-0.1	·
Cc1ccc(NC(=O)CSCC(=O)Nc2cc(Cl)ccc2N2CCOCC2)cc1	-5	0.3	13	-5	1	1	-0.5	6	-0.2	1
O=C(c1ccc(-c2cccc([N+](=O)[O-])c2)o1)N1CCN(c2ccc([N+](=O)[O-])cc2)CC1	-6	4.4	6	-14	-3	4	0.0	-2	0.4	9
CCCCOC(=O)Nc1cc(OC)c(Cl)cc1OC	-16	2.1	-6	-13	-3	0	-0.4	-2	-0.4	1
O=C(Nc1ccc(C(=O)N2CCOCC2)cc1)Nc1cccc(Cl)c1	-3	0.5	-11	-3	-2	0	2.7	1	0.6	11
CC(NC(=O)Cc1ccccc1)c1ccccc1 (stereo unspecified)	-12	-1.5	-8	-1	-4	0	-0.5	2	0.5	-2
CCN1CCN(c2cc(C)c3cc(NC(=S)N4CCC5(CC4)OCCO5)ccc3n2)CC1	3	3.3	-4	-11	-2	1	-0.1	-5	2.7	-3
O=C(NCC1CCCO1)c1cc2c(s1)CCCC2 (stereo unspecified)	-2	0.3	0	-5	-3	2	0.0	3	0.0	-1

An unsorted share of the library, and some 4.3% of all compounds hit somewhere here.
